Screens from PubChem BioAssay.
eIF4E-4G inh: eIF4E–eIF4G protein interaction inhibitors, primary screen, biochemical, uHTS, TR-FRET, eIF4GI fragment; TR-FRET eIF4E-eIF4GI(517-606) binding, 2 h; Eukaryotic translation initiation factor 4E (Mus musculus) + Eukaryotic translation …; inhibition, % at 21.7 µM; actives 0.37% (n = 220,000); AID 782, 2007;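 active = inhibition above about 30%, limit read from the data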;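 note: 0% = full FRET control wells and 100% = background wells lacking eIF4GI fragment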
Cl transport mod: KCC2 cotransporter modulators, thallium flux, primary screen, cell-based, HEK293 KCC2, FluoZin-2 fluorescence, MLSMR. actives 2.2% (n = 190,000). AID 1456, 2008. KCC2 cells, thallium flux FluoZin-2 fluorescence. B-score of Tl+ flux slope (higher = more flux/activation; lower = inhibition) at 10 µM. Solute carrier family 12 member 5 (Homo sapiens), Q9H2X9;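 active = thallium flux slope and its plate-corrected score both differing from the plate sample mean at a set confidence after two filtering rounds, in either direction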;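 note: slope of fluorescence scaled to starting intensity during 10 to 20 s after thallium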
EBV gp42 block: Epstein-Barr virus gp42 inhibitors, primary screen, biochemical, uHTS, fluorescence polarization; Fluorescence polarization binding assay, mP read-out; AID 1085, 2008; actives 0.42% (n = 220,000); inhibition, % (tested at 21.74 µM); Glycoprotein 42 (Epstein-Barr virus (strain AG876)), Q1HVG2; in the data active = inhibition above about 50%
PERK inhibitor: block of dimerizer-induced PERK translation repression, primary screen, PERK inhibitor project, CHO PERK-DD cells, SEAP luminescence, HTS; Eukaryotic translation initiation factor 2-alpha kinase 3 (Homo sapiens), Q9NZJ5; CHO PERK-DD fusion, SEAP luminescence translation reporter; inhibition, % at 5.6 µM; actives 0.17% (n = 220,000); AID 1416, 2008;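 active = inhibition above the mean inhibition of all tested compounds plus 3 SD, set separately per screening campaign, cut at about 2.9% in these data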;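 note: PERK kinase domain activated by AP20187 dimerizer at 100 nM; 0% = DMSO with dimerizer and 100% = rapamycin at 8.4 µM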
L929 necroptosis: inhibitors of zVAD-triggered necroptosis, primary screen, L929 cells; L929 zVAD necroptosis rescue, ATP luminescence, 24 h; with zVAD 60 µM; viability rescue, % at 10 µM; actives 0.38% (n = 220,000);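 active = activation, scaled between plate controls, above about 75%, limit read from the data; inactive = activation under that limit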;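 note: 0% = zVAD with DMSO and 100% = DMSO alone without zVAD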
Rad51 HR inh: human RAD51 strand exchange inhibitors, primary screen, biochemical, fluorescence | DNA repair protein RAD51 homolog 1 (Homo sapiens), Q06609 | hRad51 DNA strand exchange, fluorescence dequenching | inhibition, % at 10 µM | actives 0.085% (n = 200,000);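 active = inhibition above 40% at the single screening dose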;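 note: 0% = DMSO control wells and 100% = blanks with heterologous ssDNA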
Target sequence (Q06609 whole entry, looked up): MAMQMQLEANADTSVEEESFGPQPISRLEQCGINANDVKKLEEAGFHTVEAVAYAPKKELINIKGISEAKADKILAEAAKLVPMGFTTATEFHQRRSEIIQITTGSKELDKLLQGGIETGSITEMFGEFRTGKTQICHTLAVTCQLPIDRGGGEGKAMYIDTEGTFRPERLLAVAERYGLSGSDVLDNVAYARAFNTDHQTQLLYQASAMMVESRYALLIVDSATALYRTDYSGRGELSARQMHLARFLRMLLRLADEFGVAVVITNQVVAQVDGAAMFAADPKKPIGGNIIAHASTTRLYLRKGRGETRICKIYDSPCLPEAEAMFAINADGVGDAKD
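System: human Rad51 nucleoprotein filaments preassembled on unlabelled ssDNA. Reagent: labelled 47-mer dsDNA for strand exchange. Schedule: 30-min compound preincubation and 15-min exchange, both room temperature. Measured by: FRET fluorescence dequenching, excitation 485 nm, emission 520 nm. Read-out: Fluorescence-based percent inhibition, control- and blank-normalised. Benchmarks: plate controls and plate blanks.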
Mdm2 ligase inh: MDM2-luciferase reporter signal enhancers, primary screen, MDM2 E3 ligase inhibitor project, cell-based, luminescence, 1536-well. E3 ubiquitin-protein ligase Mdm2 (Homo sapiens), Q00987. cell-based MDM2 ubiquitination luciferase reporter, 2 h; 0 = plate control, 100 = twice control, blank-subtracted. signal enhancement, % at 5 µM. actives 0.11% (n = 210,000). AID 1230, 2008;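 active = signal enhancement of 30% or more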;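 note: luminescence tracks abundance of the self-degrading MDM2-luciferase fusion protein; higher signal means inhibition of MDM2 E3 ligase activity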
Target sequence (Q00987 whole entry, looked up, the tested form may be a part): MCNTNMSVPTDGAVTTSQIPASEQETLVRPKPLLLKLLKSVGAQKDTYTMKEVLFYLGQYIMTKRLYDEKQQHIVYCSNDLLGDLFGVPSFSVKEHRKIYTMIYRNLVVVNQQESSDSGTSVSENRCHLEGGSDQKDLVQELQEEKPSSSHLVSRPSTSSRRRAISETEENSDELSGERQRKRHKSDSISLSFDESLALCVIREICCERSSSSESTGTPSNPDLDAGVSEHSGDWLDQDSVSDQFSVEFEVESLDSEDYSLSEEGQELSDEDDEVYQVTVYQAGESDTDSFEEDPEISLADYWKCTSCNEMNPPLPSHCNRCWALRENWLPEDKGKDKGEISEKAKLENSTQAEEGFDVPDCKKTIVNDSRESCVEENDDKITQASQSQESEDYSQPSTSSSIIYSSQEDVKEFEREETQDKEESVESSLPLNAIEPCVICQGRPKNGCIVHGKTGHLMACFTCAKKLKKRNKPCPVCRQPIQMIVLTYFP
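System: stable MDM2–luciferase fusion reporter cells / Input: 2000 cells seeded into each well / Schedule: 4 h settle plus 2 h compound, 37 °C / Compound: single-point 5 µM / Buffer or medium: cells held in DMEM / Benchmarks: control and blank well means / Evaluation: percent signal gain over controls, blank-subtracted / Measured by: luciferase luminescence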
TNF necrop inh: inhibitors of TNF-alpha triggered necroptosis, primary screen, cell-based, Jurkat FADD-/-, single concentration; actives 0.068% (n = 220,000); AID 463075, 2010; Jurkat FADD-/- TNF necroptosis rescue, ATP luminescence, 24 h; 0 = TNF only, 100 = no-TNF cells; activation (protection from cell death), % at 10 µM;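 active = activation, meaning protection from cell death, of at least 50% relative to plate controls; inactive = activation below 50%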;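 note: necroptosis triggered by 40 ng/mL TNF-alpha added together with compound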
m-calpain inh: inhibitors of pig calpain II, primary screen, biochemical, fluorogenic peptide substrate, 1536-well. purified calpain II, 30 min. inhibition, % at 16 µM. actives 0.37% (n = 220,000);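 active = inhibition above about 50%, limit read from the data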
* hit, by the source's call; i = inactive; . = no result given; [ ] = dose if it differs, or a comment. An unsorted share of the library, and some 3.6% of all compounds hit somewhere here.

SMILES	eIF4E-4G inh	Cl transport mod	EBV gp42 block	PERK inhibitor	L929 necroptosis	Rad51 HR inh	Mdm2 ligase inh	TNF necrop inh	m-calpain inh
O=C(/C=C/c1ccccc1[N+](=O)[O-])NCc1ccncc1	2.5	-0.0673	-3.7	0.6	1.2	-15.7	-9.2	-0.2	17.2
CCOc1ccccc1Nc1nc(-c2sc(NC(=O)c3ccco3)nc2C)cs1	-4.2	-0.706	-18.1	-1.2	0.0	-10.7	-4.2	-15.2	-64.2
O=C(NNC(=O)c1cccc(Br)c1)C(=O)N1CCCCC1	-3.9	-0.228	2.5	0.7	1.2	-11.7	-10.6	1.7	6.6
CSc1ncc(Cl)c(C(=O)Nc2ccc(S(=O)(=O)N3CCOCC3)cc2)n1	5.1	0.47	-2.7	0.3	0.1	-4.8	-10.7	0.2	19.0
COc1ccc(C(=O)NC(C)(C)C)cc1S(=O)(=O)N1CCCC1	-2.0	-0.181	-15.8	0.6	0.4	-4.8	5.2	0.7	-1.3
CCOc1ccccc1C1N(c2ccc(OC)cc2)C(=O)C2CCCN21 (configuration not stated)	4.3	0.86	-10.7	0.0	0.1	-3.3	-15.8	-0.1	-12.2
O=C(Nc1ccccc1)c1ccc(NCC2CCCO2)c(S(=O)(=O)N2CCOCC2)c1 (configuration not stated)	2.0	.	-9.2	0.7	0.3	2.7	-17.3	1.9	1.5
COc1ccc2[nH]c(=O)c3c(c2c1)OC(C)(C)C=C3	2.9	-1.22	-10.3	0.2	41.6	-5.9	-25.3	8.9	-53.0
CCOC(=O)c1cnc2c(-c3ccccc3OC)c(C)nn2c1C	-2.5	-0.597	3.6	-0.3	0.7	23.3	-10.9	3.3	-20.8
CC(=O)NC(Cc1ccccc1F)C(=O)NC1CCN(c2ncccc2[N+](=O)[O-])CC1 (configuration not stated)	-2.5	0.0728	-10.5	0.0	7.1	9.1	-15.3	0.1	-11.8
COc1ccc(C2=NOC(C(=O)NCc3ccccn3)C2)cc1 (configuration not stated)	-1.5[fluorescence artefact?]	0.0209	-10.6	0.2	0.0	-1.4	-18.3	0.5	-9.0
CC(C)(C)c1cnnn1-c1ccc(C(=O)CCl)cc1	-0.3[fluorescence artefact?]	0.158	1.9	1.2	-0.4	-13.4	-12.4	-9.6	-7.1
O=C(CSCc1ccc(Br)cc1)N1CCCC1	3.8	0.106	-11.2	-0.3	0.2	-41.4	-0.4	4.8	-10.1
CC(C)C1Cc2c(C#N)c(N)n(C)c(=S)c2CO1 (configuration not stated)	5.4	.	-5.3	0.1	1.1	.	0.6	0.3	5.7
CCOP(=O)(OCC)C(Nc1ccc(C(=O)O)cc1)c1ccccc1 (configuration not stated)	4.3	-0.0281	-0.6	-0.5	0.8	2.9	-6.5	3.2	-17.2
CC(=O)N(C(C)=O)N1C(=O)C2C3c4ccccc4C(c4ccccc43)C2C1=O (configuration not stated)	10.1	-0.0308	7.5	-0.5	-0.1	28.2	2.1	0.0	-29.7
CSc1ccc(NC(=O)Nc2cc(C)ccn2)cc1	-2.6	-0.343	-1.2	-0.8	72.2	16.4	-63.7	3.0	-14.7
O=C1NCCCC1C(=O)N/N=C/c1ccccc1O (configuration not stated)	3.1	1.09	-15.9	-0.1	0.3	3.2	-11.3	2.3	-192.2
O=C(CSc1nnnn1-c1cccc2c1CCCC2)N1CCOCC1	0.3	.	4.4	0.5	-0.1	-0.5	-15.0	-1.5	10.4
CC(C)(CO)NCc1cccc(OCc2ccc(Cl)cc2)c1	-2.3[fluorescence artefact?]	0.85	3.7	-1.4	0.4	.	0.3	4.8	1.4
O=c1cc2[nH]c3ccccc3c(=O)n2nc1-c1ccccc1	0.8	-1.36	-8.2	-0.2	-0.2	6.5	-15.6	-3.5	i
COC(=O)C(CC(C)C)NC(=O)C(Cc1ccccc1)NC(=O)C1CCCN1C(=O)OC(C)(C)C (configuration not stated)	-1.3	-0.334	-19.9	-0.7	7.0	14.1	-4.0	-1.5	2.3
CCCCC(=O)Nc1ccc(NC(=O)c2ccc([N+](=O)[O-])cc2)cc1OC	-5.3	-0.455	-4.7	1.0	-0.6	9.1	-3.3	2.2	-13.9
C1=C(CCNCC2CCCCC2)CCCC1	1.3	-0.277	11.4	-1.1	0.0	.	-0.3	-1.3	27.9
CCOC(=O)c1c(C)nc2cc(C)ccn12	-0.4	0.000923	-1.6	0.2	5.4	5.9	2.7	3.1	0.5
CCC(C)c1ccc(NC(=O)CSc2nncn2N)cc1 (configuration not stated)	9.0	-0.0366	-10.5	1.5	0.0	1.2	.	-0.4	-4.7
CCn1c(SCC(=O)N/N=C/c2c[nH]c3ccccc23)nnc1-c1ccc(C)cc1	-2.0	-0.939	1.2	1.0	0.0	9.8	-1.3	0.9	-28.0
Cc1cc(NC(=O)c2cccnc2)ccc1NC(=O)c1ccco1	3.0	.	-0.8	-1.4	2.3	8.8	.	-0.4	26.2
CC(C)OC(=O)CC12CN3CC(CC(=O)OC(C)C)(CN(C1)C(=O)c1ccccc1C3=O)C2=O	-0.8	-1.67	-4.6	-0.3	0.1	2.8	-16.6	-3.2	20.3
COc1ccc(S(=O)(=O)N2CCN(Cc3ccc(Cl)cc3)CC2)cc1	2.7	-0.466	-17.3	0.0	-0.2	-1.8	-6.7	1.4	-7.7

Shown in markdown: entries from further up.
| molecule | eIF4E-4G inh | Cl transport mod | EBV gp42 block | PERK inhibitor | L929 necroptosis | Rad51 HR inh | Mdm2 ligase inh | TNF necrop inh | m-calpain inh |
| --- | --- | --- | --- | --- | --- | --- | --- | --- | --- |
| CCC(C)c1ccc(NC(=O)CSc2nncn2N)cc1 (configuration not stated) | 9.0 | -0.0366 | -10.5 | 1.5 | 0.0 | 1.2 | . | -0.4 | -4.7 |
| CCn1c(SCC(=O)N/N=C/c2c[nH]c3ccccc23)nnc1-c1ccc(C)cc1 | -2.0 | -0.939 | 1.2 | 1.0 | 0.0 | 9.8 | -1.3 | 0.9 | -28.0 |
| Cc1cc(NC(=O)c2cccnc2)ccc1NC(=O)c1ccco1 | 3.0 | . | -0.8 | -1.4 | 2.3 | 8.8 | . | -0.4 | 26.2 |
| CC(C)OC(=O)CC12CN3CC(CC(=O)OC(C)C)(CN(C1)C(=O)c1ccccc1C3=O)C2=O | -0.8 | -1.67 | -4.6 | -0.3 | 0.1 | 2.8 | -16.6 | -3.2 | 20.3 |
| COc1ccc(S(=O)(=O)N2CCN(Cc3ccc(Cl)cc3)CC2)cc1 | 2.7 | -0.466 | -17.3 | 0.0 | -0.2 | -1.8 | -6.7 | 1.4 | -7.7 |

The results go on.
SMILES	eIF4E-4G inh	Cl transport mod	EBV gp42 block	PERK inhibitor	L929 necroptosis	Rad51 HR inh	Mdm2 ligase inh	TNF necrop inh	m-calpain inh
Nc1c(C(=O)NCc2ccccc2)nnn1Cc1ccccc1	7.1	-0.149	-9.1	-0.7	1.4	-0.8	-5.7	2.8	-8.8
COc1ccc(C(C[N+](=O)[O-])c2c(-c3ccccc3)cc3ccccn23)cc1 (configuration not stated)	3.9	-0.443	-8.1	0.2	-0.7	.	-1.2	-13.1	-102.1
CCCOc1nc(N)c(C#N)c(-c2ccccc2F)c1C#N	1.3	0.296	5.8	-0.2	-0.7	0.6	-14.2	-1.3	-5.2
COc1cccc(C2NC(=O)NC(C)=C2C(=O)OCC2CCCO2)c1 (configuration not stated)	-2.7	0.407	-3.4	0.8	0.1	.	-7.6	1.7	-8.6
CC(=O)N1Cc2ccccc2CC1C(=O)N1CCN(c2ccccc2)CC1 (configuration not stated)	3.9	0.366	-9.7	1.8	2.6	1.7	-34.6	0.8	15.1
O=C(C(Cc1ccccc1)n1cccc1)N1CCCCCC1 (configuration not stated)	6.0	-0.0757	-16.7	0.0	0.5	2.3	-14.2	0.3	12.8
CCN1CCN(c2nc(N)c([N+](=O)[O-])c(Nc3ccc(C)c(C)c3)n2)CC1	0.3	-0.0923	10.4	-0.3	1.6	2.8	-13.0	2.1	1.0
COc1ccc(-c2cc(C(=O)Nc3ccccc3F)on2)cc1	-1.7	0.394	-7.3	0.5	0.0	-3.1	-34.5	0.2	-27.9
O=C(C1CCC(CNc2nc(=S)[nH]c3ccccc23)CC1)N1CCN(c2ccccn2)CC1 (configuration not stated)	-6.1	.	-13.4	-0.4	0.5	.	-7.9	-10.0	-10.0
C=CCn1c(=O)c2ccccc2n2c(SCC(N)=O)nnc12	0.1	0.0269	-19.3	1.4	-0.3	11.9	-6.1	-0.3	6.0
CN1CCN(/C(=N\S(=O)(=O)c2ccc(F)cc2)c2ccccc2)CC1	-6.0	0.451	-7.0	0.8	-0.1	0.1	4.1	-0.8	-12.0
Cc1c(CN2CCCCC2)c(O)n(CCO)c(=O)c1C#N	-1.3	-0.0233	1.4	2.8	2.5	20.1	15.2	-0.1	-14.7
CN(C)/C=C(\C=O)c1onc(-c2ccccc2Cl)c1C#N	0.6	0.82	-11.4	0.6	1.1	.	-17.0	-3.6	-4.4
COc1cccc(N(C(=O)C2CSC(=O)C2)C(C(=O)NC(C)(C)C)c2ccncc2)c1 (configuration not stated)	0.4	0.248	6.9	-0.5	-0.7	26.6	-12.9	-0.7	-4.4
CNC(=S)N/N=C/c1cccc(OCc2ccccc2F)c1	-4.6	0.725	-3.0	0.4	0.2	8.3	-9.0	-3.1	21.7
Nc1c(C(O)(C(F)(F)F)C(F)(F)F)ccc2ccccc12	10.3	0.63	5.2	1.9	4.1	-2.3	-4.8	0.4	-131.3
Cc1n[nH]c(C)c1CCC(=O)N/N=C/c1cccc([N+](=O)[O-])c1	0.2	0.849	-1.7	0.7	1.0	-6.7	-4.2	7.2	-10.6
